GRK2 inh = blocks RNA aptamer binding to human GRK2; P25098; bead flow cytometry, FAM-aptamer displacement from GRK2; inhibition of aptamer binding, % at 10 µM; actives 0.59% (n = 330,000);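 active = inhibition of aptamer binding above 40%, roughly 3 SD of noise, on plates passing a quality check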;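 also: median bead fluorescence of bound FAM aptamer so fluorescent compounds give negative values; no value below 0 was filed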
Target sequence (P25098 whole entry, looked up): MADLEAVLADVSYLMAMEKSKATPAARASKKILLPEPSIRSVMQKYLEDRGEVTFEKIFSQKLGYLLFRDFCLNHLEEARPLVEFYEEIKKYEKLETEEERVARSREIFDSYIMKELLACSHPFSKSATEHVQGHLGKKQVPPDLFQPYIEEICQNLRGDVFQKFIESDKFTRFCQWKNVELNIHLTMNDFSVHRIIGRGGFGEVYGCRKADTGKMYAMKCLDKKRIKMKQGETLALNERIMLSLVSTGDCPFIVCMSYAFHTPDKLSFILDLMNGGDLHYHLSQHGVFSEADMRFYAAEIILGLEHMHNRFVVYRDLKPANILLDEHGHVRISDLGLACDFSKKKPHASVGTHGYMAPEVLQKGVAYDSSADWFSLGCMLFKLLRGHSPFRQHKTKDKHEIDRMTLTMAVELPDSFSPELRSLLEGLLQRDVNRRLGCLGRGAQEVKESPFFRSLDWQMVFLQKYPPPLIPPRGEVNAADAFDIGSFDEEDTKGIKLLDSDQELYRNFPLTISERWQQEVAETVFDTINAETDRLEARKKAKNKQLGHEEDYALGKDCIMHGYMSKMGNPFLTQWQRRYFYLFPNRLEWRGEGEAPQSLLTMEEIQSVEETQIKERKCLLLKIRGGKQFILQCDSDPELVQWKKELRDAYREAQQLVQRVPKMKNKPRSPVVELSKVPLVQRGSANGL
MEP2 TOR yeast = yeast TOR pathway MEP2-GFP modulation; GFP response vs DMSO, % at 10 µM; S. cerevisiae MEP2-GFP strain, flow cytometry GFP, 3 h; 100% = DMSO control level; AID 2016; actives 0.51% (n = 330,000);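 active = GFP response versus DMSO above a set limit, roughly screen mean plus 3 SD, cut at about 180% in these data; inconclusive = fewer than 70 cells counted for a yeast strain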;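 also: median GFP fluorescence of the barcode-gated MEP2-GFP cells per well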
CIT2 TOR yeast = alters CIT2-GFP fluorescence in TOR pathway yeast screen; S. cerevisiae CIT2-GFP strain, flow cytometry, 3 h; 100 means same as DMSO wells; GFP response vs DMSO, % at 10 µM; actives 0.065% (n = 320,000);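 active = GFP response relative to DMSO above a set limit, near the screen mean plus 3 SD, cut at about 150% in these data; inconclusive = Fewer than 70 cells measured for a yeast strain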;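 also: ratio of well median GFP fluorescence to mean of DMSO wells on the plate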
Yeast superoxide = lowers age-related superoxide in aged yeast cells; S. cerevisiae aged cells, superoxide DHE fluorescence; stronger effect = lower value; superoxide response (% of plate mean), % at 10 µM; actives 0.18% (n = 330,000); AID 2690;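 active = superoxide response under a set limit, about three screen SD below normal, cut at about 65% in these data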;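 also: yeast aged for seven days with compound at 30 °C before DHE staining; 100% = average MFI of all compound-treated wells on the plate with controls excluded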
AGP1-GFP MLPCN = modulators of TOR pathway AGP1-GFP in S. cerevisiae. S. cerevisiae AGP1-GFP multiplex flow cytometry, 3 h; GFP as percent of DMSO wells. GFP response vs DMSO, % at 10 µM. actives 0.02% (n = 320,000). AID 2066;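 active = GFP response relative to DMSO above a set limit, near screen average plus 3 SD, cut at about 150% in these data; inconclusive = fewer than 70 cells counted for the yeast strain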;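 also: median GFP channel fluorescence of the gated AGP1 strain per well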
LAP4 TOR yeast = yeast TOR pathway LAP4-GFP modulation | S. cerevisiae LAP4-GFP multiplex, flow cytometry GFP, 3 h; median GFP as percent of DMSO wells | GFP response vs DMSO, % at 10 µM | actives 0.34% (n = 320,000);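 active = GFP response vs DMSO above a set limit, about the screen mean plus 3 SD, cut at about 150% in these data; inconclusive = under 70 cell events counted for the yeast strain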
VLA-4 inh = inhibition in a human VLA-4 binding assay | inhibition, % (about 7 µM as worked out from the volumes in the protocol) | actives 0.2% (n = 330,000) | VLA-4 expressing cells, ligand binding flow cytometry; in the data active = inhibition above about 50%
RPL19A TOR yeast = alters RPL19A-GFP fluorescence in TOR pathway yeast screen; S. cerevisiae RPL19A-GFP strain, flow cytometry, 3 h; stronger effect = lower value; percent response vs DMSO, % at 10 µM; actives 0.3% (n = 330,000); AID 2025;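 active = percent response vs DMSO below 50%; inconclusive = fewer than 70 events counted for the yeast strain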;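 also: median channel GFP fluorescence of the barcoded RPL19A-GFP strain; ratio of sample median GFP to plate DMSO average so 100% = DMSO; lower means less RPL19A-GFP as with rapamycin TOR inhibition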
* = called active by the depositor; ? = inconclusive; / = not tested or not shown; [ ] = another dose, or the depositor's remark.

SMILES	GRK2 inh	MEP2 TOR yeast	CIT2 TOR yeast	Yeast superoxide	AGP1-GFP MLPCN	LAP4 TOR yeast	VLA-4 inh	RPL19A TOR yeast
C1CC(CN2CCOCC2)CN(Cc2nc(CC3CC3)no2)C1 (stereo unspecified)	1	104	102	100	107	111	12	105
CC(=O)N1c2ccccc2C(CBr)=CC1(C)C	2	97	100	91	105	107	-10	97
O=S(=O)(c1cccc(Br)c1)N1CCN(c2ccnc3cc(Cl)ccc23)CC1	3	113[may fluoresce green]	174*[may fluoresce green]	103	123[may fluoresce green]	110[may fluoresce green]	-5	95[may fluoresce green]
O=C(Nc1ccc(N2CCN(C(=O)c3ccco3)CC2)cc1)c1ccc2c(c1)OCO2	3	106	94	94	98	104	7	97
CC1(C)S[C@@H]2[C@H](NC(=O)COc3ccccc3)C(=O)N2C1C(=O)OCC1CCCCC1 (stereo partly specified)	1	93	87	106	94	86	-4	97
COc1ccc(Nc2ccccc2N)cc1	0	101	97	97	92	106	-307	96
CCn1c(SCC(=O)NC(C)(C)C)nnc1-c1ccccn1	0	90	97	98	88	86	-9	93
CC(C)(C)OC(=O)C1C(=O)CC(C)(O)C(C(=O)OC(C)(C)C)C1c1cccnc1 (stereo unspecified)	3	104	104	108	98	94	4	98
COc1ccc(C(=O)ON=C2CCN(c3ccc([N+](=O)[O-])cc3)CC2)cc1	2	101	93	134	64	150*	-4	100
COc1ccccc1N1CCN(C(=O)c2cccc3c(=O)c(C)c(-c4ccccc4)oc23)CC1	0	102	105	101	102	100	-3	105
CC(C)=N/N=C(\N)SCc1ccccc1	30	107	109	101	101	91	-5	98
c1ccc(-c2oc3ncnc(NCCCN4CCOCC4)c3c2-c2ccccc2)cc1	0	99	83	96	106	83	-5	95
Cc1ccc(S(=O)(=O)N2CCN(C(=O)CSc3nnc(C)c(=O)[nH]3)CC2)cc1	1	92	82	82	108	84	1	101
O=[N+]([O-])c1ccc(OCc2cnc(Cl)s2)c([N+](=O)[O-])c1	1	88	84	88	91	106	4	97
Cc1nc(-c2ccccn2)nc(SCC(=O)c2ccc(F)cc2)c1Cl	0	94	76	93	88	132	17	93
CN1C2CCC1/C(=C\c1ccccc1F)C(=O)/C2=C/c1ccccc1F	0	105	102	107	99	94	-16	98
CCOC(=O)N1CCN(C(=O)c2cc3c(s2)-c2ccccc2OC3)CC1	0	109	109	98	106	107	12	104
C/C(CC(=O)Nc1cccnc1)=N\NC(=O)C(=O)Nc1cccc(C)c1	4	105	100	86	100	99	26	97
CCCN1CCN(CCNC(=O)Nc2ccccc2Cl)CC1	2	104	96	99	98	91	7	102
C/C(CC(=O)Nc1ccc(N(C)C)cc1)=N\NC(=O)c1ccccn1	0	95	112	119	89	103	13	97
Clc1ccc2nc(SCc3nnc(-c4ccccc4)o3)[nH]c2c1	3	84	80	112	91	93	6	92
COc1ccc(C(OC(=O)c2ccco2)C(=O)NCC2CCCO2)cc1 (stereo unspecified)	2	100	/	99	107	93	4	102
CCOC(=O)C1=C(C)N=c2s/c(=C3/C(=O)Nc4ccccc43)c(=O)n2C1c1ccc(C)cc1 (stereo unspecified)	4	94	86	91	92	91	3	94
O=C(CP(=O)(c1ccccc1)c1ccccc1)Nc1cccc(CP(=O)(c2ccccc2)c2ccccc2)c1	0	95	104	94	119	109	12	91
CC(C)NC(=O)NNC(=O)c1nn(-c2ccc(F)cc2)ccc1=O	0	95	91	116	105	108	13	100
CC(C)(C)SCCNC(=O)CN(c1ccc(F)c(Cl)c1)S(C)(=O)=O	0	101	105	84	97	99	-2	96
Cc1nnc2ccc(N3CCOCC3)nn12	1	103	101	101	98	99	18	101
N/C(=N\OC(=O)CCCCCN1C(=O)c2ccccc2C1=O)c1ccccc1	0	104	101	116	100	105	-1	100
Cc1noc(C)c1CSc1nnc2ccc3ccccc3n12	0	102	100	85	98	100	2	99
Cc1nn(-c2ccccc2)c(C)c1NC(=O)COC(=O)c1cc(Br)ccc1O	0	102	100	125	105	106	11	97
CC(C)CCN1NC2(CCC(C)CC2)NC1=S (stereo unspecified)	2	80	106	87	107	106	10	91
Clc1ccc(OCCCCCN2CCOCC2)cc1	0	106	105	98	109	100	13	106
CCOC(=O)c1cnc(SCC(=O)N2CCc3ccccc32)nc1N	6	109	96	108	106	111	-1	102
CCOC(=O)C1=CC[C@H]2c3c(c4ccccc4n3C)C(=O)C1N2C(=O)OC(C)(C)C	0	96	102	106	102	97	-6	97
Cc1cnc(C(=O)OCC(=O)Nc2cc(Cl)ccc2C#N)cn1	0	103	104	99	101	101	-8	98
O=C(CN1C(=O)COc2ccc(Cl)cc21)Nc1ccc(N2CCOCC2)cc1	1	102	101	88	103	95	-4	101
N#C/C(=C/c1ccc(Sc2nc3ccccc3[nH]2)o1)c1ccccc1F	2	102	93	152	95	102	2	/
COc1ccc(NC(=O)c2ccco2)cc1NC(=O)c1c(F)c(F)c(OC)c(F)c1F	0	108	108	103	/	106	3	98
COc1cc2cc(CCOC(=O)N3CCCCC3)oc(=O)c2cc1OC	42*	82	92	84	94	98	2	98
CCOc1ccc(/C=N/NC(=O)CN2CCCCCCC2)cc1	0	?	96[may fluoresce red]	97	?	?	11	?
CCC(C)[C@H]1COCCS(=O)(=O)N1Cc1ccc(Br)cc1 (stereo partly specified)	5	94	73	95	86	105	15	97
Cc1nc(CS(=O)c2ccc(Cl)cc2)cc(N2CCOCC2)n1 (stereo unspecified)	0	104	120	101	101	97	18	106
CC12CCC(=O)N1C(C(=O)Nc1cc(Cl)ccc1N1CCCC1)CS2 (stereo unspecified)	0	103	101	93	95	108	11	99
COc1ccc(C(=O)Sc2nncc3ccccc23)cc1	0	92	87	94	100	125	14	91
ClCc1csc(-c2ccccc2Cl)n1	1	97	95	92	92	76	1	94
CC(OC(=O)CCCOc1ccccc1)C(=O)Nc1ccc(Cl)cn1 (stereo unspecified)	0	99	89	94	112	112	7	103
COc1ccc(NC(=O)CSc2c(C)nn(-c3nnc(C)c(=O)[nH]3)c2C)cc1	1	111	100	115	100	106	2	104
O=C1CCC(C(=O)OCc2cc(=O)oc3ccc4ccccc4c23)=NN1	5	101	109	97	103	96	-1	108
COc1ccc(-n2c(=O)c3c4c(sc3n(CC(=O)Nc3cc(C)[nH]n3)c2=O)CCCC4)c(OC)c1	3	107	94	89	95	91	-1	97
CCN(CC(=O)Nc1ccc(NC(C)=O)cc1)C(=O)CSCC(=O)Nc1ccc(C)cc1	0	101	89	100	102	100	5	98
CCOC(=O)N1CCN(S(=O)(=O)c2ccc(OC)cc2)CC1	0	99	95	104	100	103	-1	100
Cc1ccc(-c2nc3ccccc3[nH]2)cc1NC(=O)c1ccco1	1	114	113	94	115	125	-5	108
CO/N=C/c1ccc(N2CCN(C(=O)c3ccc(C)cc3)CC2)c([N+](=O)[O-])c1	0	94	80	76	97	132	12	91
Cc1ccccc1NC(=S)NNC(=O)c1csc2c1CCC(C)C2 (stereo unspecified)	0	99	90	81	96	124	6	103
O=C(N/N=C/c1ccc(N2CCOCC2)s1)c1ccccc1Cl	6	108	111	95	106	101	-3	109
Cc1cnc(NC(=O)Cc2ccccc2Cl)s1	0	109	98	100	105	101	19	111
Cc1ccc2c(C)c(C(=O)N(C)Cc3ccncn3)oc2c1C	0	97	97	96	94	92	16	96
O=C(NCc1ccco1)c1cc(NS(=O)(=O)c2cccc([N+](=O)[O-])c2)ccc1O	1	94	85	117	98	103	3	99
CC(=O)Nc1ccc(C(=O)OCC(=O)c2ccc(F)cc2)cc1	2	104	93	91	98	99	8	97
CN(NC(=O)c1c(Cl)cccc1Cl)c1cccc(Cl)n1	2	95	90	93	100	103	5	94

The list goes on:
SMILES	GRK2 inh	MEP2 TOR yeast	CIT2 TOR yeast	Yeast superoxide	AGP1-GFP MLPCN	LAP4 TOR yeast	VLA-4 inh	RPL19A TOR yeast
Cc1ccc(C)c(Nc2cc(C)nc(-c3ccccc3O)n2)c1	0	107	99	115	96	106	9	103
Cc1ccc(NC(=S)N2CCN(Cc3ccc4c(c3)OCO4)CC2)c(C)c1	2	109	100	96	99	99	11	102
O=c1[nH][nH]c2nc(C(F)(F)F)cc(C(F)(F)F)c12	0	95	99	96	100	86	-1	100
CCOc1ccc(NC(=S)NC(C)c2cccs2)cc1 (stereo unspecified)	2	97	93	90	91	85	17	97
COC(=O)c1ccc(C)c(NC(=O)CN(c2ccc3c(c2)OCO3)S(C)(=O)=O)c1	0	106	99	104	112	101	2	104
CCCCC(=O)NC(c1ccco1)c1cc(Cl)c2cccnc2c1O (stereo unspecified)	0	98	/	98	92	105	-12	94
O=C(N/N=C1\CC2CC=CC12)c1ccc(Br)cc1 (stereo unspecified)	0	95	95	107	99	107	4	107
O=C(NC(=S)Nc1cc(-c2nc3ccccc3[nH]2)ccc1Cl)c1ccc2c(c1)OCO2	0	105	98	104	87	80	0	100
Cc1cc(C)cc(OCC(=O)Nc2ccc(N3CCCC3)cc2)c1	0	99	92	91	92	99	5	94
Cc1ccc(C(C)NC(=O)/C(C#N)=C\c2c(C)[nH]c3ccccc23)cc1 (stereo unspecified)	2	112	93	110	104	109	-9	96
O=C(CN1CC(c2ccccc2)CC1=O)Nc1ccc2c(c1)OCO2 (stereo unspecified)	2	108	100	97	109	107	5	104
Cc1cc2c(c(CO)c1CCO)C(=O)[C@@H](C)[C@@H]2O	2	102	101	121	103	101	3	114
CCC(=O)NC(=S)Nc1ccc(NC(=O)c2cccc([N+](=O)[O-])c2C)cc1	0	96	97	102	94	87	18	100
CN(C)c1nc(OCCOC(=O)Nc2ccc(Cl)cc2Cl)nc(N(C)C)n1	0	106	81	110	89	117	/	99
Cc1cccc(NC(=S)NCCN2CCOCC2)c1	2	94	108	93	100	91	-10	99
CC1CCCN(S(=O)(=O)c2ccccc2[N+](=O)[O-])C1 (stereo unspecified)	1	103	105	103	107	94	11	102
O=[N+]([O-])c1cccc(C(=Nc2ccc(Cl)cc2)NO)c1	1	97	92	107	108	85	1	101
CCn1c(SCC(=O)Nc2cccc(O)c2)nc2c1c(=O)n(C)c(=O)n2C	1	100	98	107	100	87	0	100
Cc1cc(Br)ccc1NCc1ccccn1	3	97	96	97	98	96	0	94
COc1ccc(Nc2nnc(-c3ccc(O)cc3)c3ccccc23)cc1C(N)=O	1	109	106	94	107	90	37	99

Pulled by compound from the list above:
SMILES	GRK2 inh	MEP2 TOR yeast	CIT2 TOR yeast	Yeast superoxide	AGP1-GFP MLPCN	LAP4 TOR yeast	VLA-4 inh	RPL19A TOR yeast
CCC(=O)NC(=S)Nc1ccc(NC(=O)c2cccc([N+](=O)[O-])c2C)cc1	0	96	97	102	94	87	18	100
Cc1ccc(C(C)NC(=O)/C(C#N)=C\c2c(C)[nH]c3ccccc23)cc1 (stereo unspecified)	2	112	93	110	104	109	-9	96
O=[N+]([O-])c1cccc(C(=Nc2ccc(Cl)cc2)NO)c1	1	97	92	107	108	85	1	101
COc1ccc(Nc2nnc(-c3ccc(O)cc3)c3ccccc23)cc1C(N)=O	1	109	106	94	107	90	37	99

Other records.
SMILES	GRK2 inh	MEP2 TOR yeast	CIT2 TOR yeast	Yeast superoxide	AGP1-GFP MLPCN	LAP4 TOR yeast	VLA-4 inh	RPL19A TOR yeast
COc1ccc(C(C)=O)cc1COc1cccnc1[N+](=O)[O-]	1	98	97	94	98	102	-16	103
CCCCCCOc1ccc(N2C(=O)CC(N3CCC(C(=O)OCC)CC3)C2=O)cc1 (stereo unspecified)	1	108	102	103	96	108	-10	96
COC(=O)c1ccc(C(=O)OC)c(NC(=O)CS(=O)(=O)Cc2ccccc2)c1	0	107	106	96	76	107	-1	101
C=CCn1c(SCC(C)=O)nc2scc(-c3ccc(C)o3)c2c1=O	1	108	101	109	100	109	9	104

Assay outcomes as filed in PubChem BioAssay.
